IDH1 R132H inh – inhibitors of human mutant IDH1 R132H. 390,000 compounds, 0.093% hits. O75874. IDH1-R132H enzyme, NADPH consumption, diaphorase/resazurin fluorescence. Potency, µM (doses to about 76.6 µM), for the others: top-dose activity change, negative = inhibition, usual class: inhibitors; note: potency is the fitted concentration of half-maximal effect; % is set by controls: 0 for no effect and ±100 for the full control effect; nearly all actives have a fitted effect of over 65% in size
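IDH1-R132H (0.5 ug/mL) preincubated 30 min with compound, then NADPH (0.016 mM) and alpha-KG (2 mM) added; 80 min at RT, pH 7.5. Remaining NADPH coupled via diaphorase/resazurin to fluorescence (540/590 nm); concentration-response curves normalized to no-enzyme control.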
TRHR enhancer – allosteric enhancers of human TRH receptor. P34981. TRHR cells, fluo-8 calcium fluorescence, EC20 TRH enhancement. enhancement, % at 2 µM. 360,000 compounds, 0.66% hits. AID 493056; in the data active = enhancement above about 30%; note: 0% is about no effect
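Enhancer read-out: after compound pinning and an initial kinetic agonist-mode read, an EC20 of TRH (10 nM final) was injected and fluo-8 calcium signal (Ex 480/Em 530) followed at 1 s/cycle for 100 cycles in TRHR-expressing cells.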
D2 antag – antagonizes the human D2 dopamine receptor; P14416; HEK293 TREx D2 cells, calcium flux, dopamine EC80; 340,000 compounds, 2% hits; AID 485344; inhibition, % at 10 µM; in the data active = inhibition above about 30%; note: 0% is about no effect
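In this primary screen, negative modulation is detected by tracking calcium flux after an EC80 dopamine challenge in inducible HEK293 T-REx D2 cells preexposed to test compound for 180 s.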
Pin1 inh – blocks the human prolyl isomerase Pin1 | Pin1 FP peptide displacement, HiFluor488, 10 min | Potency, µM (series often up to 115 µM), inactives show at the highest dose activity, negative = inhibition, actives largely listed as inhibitors | 390,000 compounds, 0.009% hits | AID 504891; active = well fitted inhibition curve with a large enough effect in the polarisation, with a control signal flat, not every such curve was filed as active; inconclusive = small, poorly fitted or top-dose-only effect, or effect the other way, or a change in a side signal; inactive = no such curve, though single readings can be large or run the other way; the % refers to the polarisation; note: potency is the fitted concentration of half-maximal effect; % is set by controls: 0 for no effect and ±100 for the full control effect
Target sequence (Q13526 whole entry, looked up): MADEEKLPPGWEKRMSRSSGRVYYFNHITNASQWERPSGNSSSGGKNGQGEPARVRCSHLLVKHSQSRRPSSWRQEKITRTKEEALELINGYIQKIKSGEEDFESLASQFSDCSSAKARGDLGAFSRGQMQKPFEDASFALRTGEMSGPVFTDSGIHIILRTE
D2 agonist – agonists of human D2 dopamine receptor; P14416; HEK293 T-REx D2 cells, calcium flux agonist mode; activation, % at 2 µM; 340,000 compounds, 0.53% hits; AID 485358;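 active = activation over 3 SD above normal in the single-dose calcium agonist read, cut at about 30% in these data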; note: 0% is about no effect
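Tetracycline-induced HEK293 Trex cells with D2 receptor force-coupled to calcium signaling, plated overnight at 30 C and loaded with no-wash calcium dye. Calcium flux read kinetically for 180 s after compound addition; responses flag agonists.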
TRHR agonist – activates the human TRH receptor; TRHR cells, calcium flux fluo-8, FDSS agonist mode; activation, % at 2 µM; 360,000 compounds, 0.18% hits; AID 493084; in the data active = activation above about 30%; note: 0% is about no effect
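Agonist-mode FDSS calcium read (Ex 480/Em 530, 1 s cycles) in 1536-well TRHR cells with fluo-8 dye, after 10-cycle baseline and 23 nL compound addition; TRH at EC20 (10 nM final) added afterwards for the enhancer phase.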
USP1-UAF1 inh – USP1/UAF1 (human) deubiquitinase inhibition | recombinant USP1/UAF1, Ub-Rhodamine cleavage fluorescence | O94782 | 390,000 compounds, 0.23% hits | Potency, µM (titrated, usually from 57.1 µM), without a hit: top-dose activity change, negative = inhibition, usual class: inhibitors; note: potency is the fitted concentration of half-maximal effect; % is set by controls: 0 for no effect and ±100 for the full control effect; nearly all actives have a fitted effect of over 60% in size; inactives centre near -12
Target sequence (O94782 whole entry, looked up): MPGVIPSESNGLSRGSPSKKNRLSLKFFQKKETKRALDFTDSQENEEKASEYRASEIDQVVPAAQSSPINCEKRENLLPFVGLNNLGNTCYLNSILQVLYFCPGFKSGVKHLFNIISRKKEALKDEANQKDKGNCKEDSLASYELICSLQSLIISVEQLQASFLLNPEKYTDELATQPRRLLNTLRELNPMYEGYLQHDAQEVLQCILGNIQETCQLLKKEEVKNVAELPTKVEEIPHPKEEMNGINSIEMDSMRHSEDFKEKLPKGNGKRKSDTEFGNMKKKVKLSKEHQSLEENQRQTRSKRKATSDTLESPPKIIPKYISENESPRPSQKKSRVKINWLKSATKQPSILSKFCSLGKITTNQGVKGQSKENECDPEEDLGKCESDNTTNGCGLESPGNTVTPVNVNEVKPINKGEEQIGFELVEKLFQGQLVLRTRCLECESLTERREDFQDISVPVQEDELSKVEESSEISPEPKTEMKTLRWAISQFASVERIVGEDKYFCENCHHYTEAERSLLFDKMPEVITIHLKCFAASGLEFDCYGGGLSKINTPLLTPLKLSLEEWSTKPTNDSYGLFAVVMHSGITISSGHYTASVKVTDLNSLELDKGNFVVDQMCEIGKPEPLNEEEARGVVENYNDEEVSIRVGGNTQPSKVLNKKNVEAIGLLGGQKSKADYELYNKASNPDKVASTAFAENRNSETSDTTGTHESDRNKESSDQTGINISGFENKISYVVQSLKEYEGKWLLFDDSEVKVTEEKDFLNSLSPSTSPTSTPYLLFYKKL
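High-throughput fluorogenic screen: 1nM USP1/UAF1 complex, Ub-Rho substrate 150nM final, 50mM HEPES pH 7.8 with 0.5mM EDTA, 0.1 mg/ml BSA, 1mM TCEP and 0.01% Tween-20.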
TrxR1 substrate – is turned over as a substrate by rat TrxR1 | purified TrxR1 substrate turnover, NADPH consumption readout | Potency, µM (highest dose often 114 µM), for inactives: top-dose activity change, negative = substrate turnover | 390,000 compounds, 0.01% hits; note: potency is the fitted concentration of half-maximal effect; % is set by controls: 0 for no effect and ±100 for the full control effect; nearly all actives have a fitted effect of over 50% in size
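Rat TrxR1, dispensed at 90 nM, was prereduced with 400 uM NADPH (final) for 5 min at ~22 deg C, then incubated with compound 15 min before 400 uM selenite. A first-read NADPH fluorescence drop versus no-compound background flagged substrates.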
rTrxR1 inhibitor – inhibitors of rat thioredoxin reductase 1. recombinant rTrxR1, NADPH fluorescence consumption, selenite substrate. Potency, µM (top dose mostly 114 µM), for inactives: at the top dose activity change, negative = inhibition, most hits filed as inhibitors. 390,000 compounds, 1% hits. AID 588453; note: potency is the fitted concentration of half-maximal effect; % is set by controls: 0 for no effect and ±100 for the full control effect; nearly all actives have a fitted effect of over 65% in size
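Rat TrxR1 (90 nM in the dispensed reagent) was pre-reduced with 400 uM NADPH for 5 min at room temperature, then incubated with compound for 15 min. After 400 uM selenite was added, NADPH fluorescence (Ex 340/Em 450 nm) was followed for 8 min.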
* hit, by the source's call; ? = inconclusive; nt = not tested or not shown; & = joins results of further samples; [ ] = remark or other dose. Unless noted, calls come from the whole dose curve; as a rule, active = well fitted inhibition curve with a large enough effect; inconclusive = small, poorly fitted or top-dose-only effect; inactive = no such curve, though single readings can be large or run the other way. This is a subset (hit frequency here may not be typical).

SMILES	IDH1 R132H inh	TRHR enhancer	D2 antag	Pin1 inh	D2 agonist	TRHR agonist	USP1-UAF1 inh	TrxR1 substrate	rTrxR1 inhibitor
Cc1ccc(-c2ccc(=O)n(CC(=O)Nc3cccc(C#N)c3)n2)cc1	1%	2	nt	3%	-0.4	0.7	-14%	7%	41%[activator]
O=C(COc1ccccc1)NC1CCCCC1	-3%	2	10	6%	2.6	-0.1	10%	-2%	7%
COc1ccccc1-c1c(C(F)(F)F)oc2cc(OCC(=O)Nc3ccccc3C(F)(F)F)ccc2c1=O	-4%	-7	11	1%	0.6	3.0	0%	-7%	-5%
COCCCNC(=O)C(=O)NCC(c1ccc2c(c1)OCO2)N1CCOCC1 (stereo not drawn)	-2%	4	nt	-3%	0.6	0.3	-12%	4%[57.1 µM]	12%[57.1 µM]
COc1ccc(N(CC(=O)N2CCc3ccccc32)S(=O)(=O)c2c(C)n[nH]c2C)cc1	-2%	1	-7	1%	0.0	-0.5	-13%	-1%	-9%
CCN(CC)C(=O)Cn1cc(SCC(=O)Nc2ccccc2C)c2ccccc21	-17%	5	nt	-5%	0.3	-0.3	-18%	-1%	9%
Cc1ccc(Nc2ccc(C(=O)O)cc2N)cc1	-4%	4	-9	7%	0.1	0.0	-1%	5%[57.1 µM]	-7%[57.1 µM]
Cc1onc(-c2ccccc2)c1C(=O)N1CCN(S(=O)(=O)c2ccc(Cl)cc2)CC1	-2%	-3	11	1%	0.3	0.1	-22%	-2%[57.1 µM]	-4%[57.1 µM]
Cn1nc(-c2ccccc2)c(N2CCCCC2)cc1=O	-8%	4	12	1%	0.4	-0.3	-16%	-1%	5%
CC(C)(O)CN(C(=O)c1ccccc1)C1CCCCC1	-1%	nt	nt	-1%	nt	nt	-4%	4%[57.1 µM]	6%[11.4 µM]
Cc1ccc(NC(=O)C(=O)NCC2CCCN2S(=O)(=O)c2cccs2)cc1 (stereo not drawn)	6%	-5	-17	6%	0.3	-0.1	-23%	-6%	-3%
CCOC(=O)Cn1c(=O)n(CC2CCCO2)c2nc(-c3ccc(C(C)C)cc3)nc(C(N)=O)c21 (stereo not drawn)	5%	9	nt	-9%	0.6	0.4	-16%	11%[57.1 µM]	6%[57.1 µM]
COC(=O)Nc1ccc(NC(C)=O)cc1	-4%	-5	-4	5%	0.4	0.3	1%	-5%	-3%
Cc1ccc(NC(=O)c2ccc(CNc3c(N4CCOCC4)c(=O)c3=O)cc2)cc1	-4%	1	-14	1%	0.4	0.5	1%	-7%	5%
Cc1ccc(C)c2sc(NC(=O)c3ccc(N4CCCCC4)c([N+](=O)[O-])c3)nc12	8%	-11	-1	2%	-0.8	1.5	0%	0%[57.1 µM]	11%[57.1 µM]
COC(=O)CNS(=O)(=O)c1ccc(Cc2ccc(S(=O)(=O)NCC(=O)OC)cc2)cc1	-2%	3	41*	1%	1.0	0.7	10%	7%[57.1 µM]	-1%
COc1ccc(CNC(=S)Nc2ccc(S(N)(=O)=O)cc2)cc1	7%	8	-4	2%	0.7	0.4	-18%	4%	-13%
CC1CC(C)CN(S(=O)(=O)c2ccc(C(=O)Nc3sccc3C(N)=O)cc2)C1 (stereo not drawn)	11%	1	22	23%	1.1	0.9	-19%	31%	36%[activator]
Cc1ccc2c(c1)nnn2C1CCN(CC(=O)NNC(=O)c2ccco2)CC1	3%	-1	-2	-2%	0.4	0.3	-24%	7%	23%
CCOc1ccc(NC(=O)CCc2ccc(C)o2)cc1	-8%	-7	10	4%	0.4	-0.9	-17%	3%	12%
O=S(=O)(NC1CCCc2ccccc21)c1cnc[nH]1 (stereo not drawn)	5%	22	0	-2%	-0.2	-0.7	-16%	4%	9%
O=C(Nc1ccc2c(c1)OCO2)C1CCN(Cc2cc3c(cc2O)OCO3)CC1	25%	0	35*	2%	-4.2	1.3	-6%	8%[57.1 µM]	-10%[57.1 µM]
COc1ccc(NC(=O)C2C3CCC(O3)C2C(=O)O)cc1OC (stereo not drawn)	2%	2	7	3%	0.1	0.8	-18%	-5%	11%
COc1cc(/C=C/C(=O)O)ccc1OCc1ccccc1C#N	8%	6	-7	0%	-0.7	-0.8	-3%	9%[57.1 µM]	7%[57.1 µM]
C/C=C/C(=O)OCC(=O)Nc1ccc(F)cc1Cl	0%	9	-8	-12%	0.3	0.8	3%	-4%	-7%

Of the compounds above, 2 have fluorine:
SMILES	IDH1 R132H inh	TRHR enhancer	D2 antag	Pin1 inh	D2 agonist	TRHR agonist	USP1-UAF1 inh	TrxR1 substrate	rTrxR1 inhibitor
COc1ccccc1-c1c(C(F)(F)F)oc2cc(OCC(=O)Nc3ccccc3C(F)(F)F)ccc2c1=O	-4%	-7	11	1%	0.6	3.0	0%	-7%	-5%
C/C=C/C(=O)OCC(=O)Nc1ccc(F)cc1Cl	0%	9	-8	-12%	0.3	0.8	3%	-4%	-7%

(list continues)
SMILES	IDH1 R132H inh	TRHR enhancer	D2 antag	Pin1 inh	D2 agonist	TRHR agonist	USP1-UAF1 inh	TrxR1 substrate	rTrxR1 inhibitor
O=C(Cn1nnc(-c2ccccc2)n1)N/N=C/c1cc([N+](=O)[O-])ccc1O	4%	-10	-8	0%	-1.7	0.2	-10%	-4%	-13%
COc1cc(C2C(=O)N(C3CCCCCC3)CC(=O)N2Cc2ccccc2)ccc1OC(C)C (stereo not drawn)	4%	6	nt	-4%	1.5	-0.9	-3%	0%[57.1 µM]	9%[57.1 µM]
COCCNC(=O)c1c(C)oc2nc(C)nc(N3CCOCC3)c12	17%	11	nt	-2%	-0.1	1.0	-21%	-5%	18%
COc1cccc(CNc2ncnc3ccc(-c4c(C)noc4C)cc23)c1	nt	-5&4	9	-2%&-7%	0.2	-0.4&-0.1	nt	6%	10%
O=C(CSc1nnc(SCc2ccccc2Cl)s1)N/N=C/c1c[nH]c2ccccc12	19%	0	12	11%	0.1	0.2	-22%	1%	5%
Cc1cccc(NC(=O)CCN2C(=O)C3C4CCC(C4)C3C2=O)c1C (stereo not drawn)	2%	10	2	0%	-0.3	-0.2	-24%	11%	25%
CCCCC(CC)C(=O)Nc1cc(C(=O)NCc2ccc(C)cc2)ccc1N1CCC2(CC1)CC(c1ccccc1)=NO2 (stereo not drawn)	4%	-4	16	3%	0.2	0.4	?	5%	31%
COc1ccc(NC(=O)c2c(NCc3cccs3)sc3c2CCC(C)C3)c(OC)c1 (stereo not drawn)	0%	-1	nt	4%	0.0	0.2	1%	-2%[57.1 µM]	5%[57.1 µM]
CCOC(=O)Cn1c(C)cc(=O)c2cccc(C)c21	8%	5	-12	0%	-0.8	-1.3	7%	0%	7%
CNC(=O)CSc1nnc(-c2ccco2)n1-c1ccccc1	-5%	5	-5	3%	1.6	0.0	-23%	5%	13%
CCN(C(=O)COC(=O)CNC(=O)c1cccc(C)c1)c1c(N)n(Cc2ccccc2)c(=O)[nH]c1=O	9%	5	-23	-7%	3.3	0.9	-14%	-5%	-1%
Cc1c(C(=O)NCc2ccccc2)oc2ccc(S(=O)(=O)N3CCCC3)cc12	-7%	1	6	-2%	0.6	0.3	?	-3%	15%
COc1cccc(CNC(=O)COC(=O)c2ccc(C(=O)c3ccccc3)cc2)c1	5%	-8	15	7%	-1.4	-0.1	-3%	0%	15%
COc1cc(NC(=O)COC(=O)/C=C/c2ccc(O)c(OC)c2)cc(OC)c1	-7%	2	18	10%	-9.5	-2.2	-12%	3%[57.1 µM]	10%[57.1 µM]
O=C(NCCc1ccco1)C(=O)NCC1OCCCN1S(=O)(=O)c1ccc(F)cc1 (stereo not drawn)	11%	-3	-7	-13%	-1.1	-0.3	-3%	4%	18%
O=C1/C(=C\c2ccccc2)CCc2c1[nH]c1ccccc21	0%	-7	-2	13%	0.2	-0.3	-17%	-4%	-13%
O=C(CN1CCCN(Cc2ccccc2Cl)S1(=O)=O)NCc1ccccc1	12%	4	nt	?	-0.9	-0.9	1%	5%	13%
COc1ccc(NC(=O)CSC2=Nc3ccccc3C3=NC(CC(=O)NCc4ccc(F)cc4)C(=O)N23)cc1 (stereo not drawn)	-4%	-4	nt	2%	0.8	0.0	8%	-1%[57.1 µM]	5%[57.1 µM]
O=C(c1cccs1)N1N=C(c2ccccc2)CC1c1ccccc1O (stereo not drawn)	2%	9	-8	25%	0.2	-0.3	-13%	9%	11%
CC(C)CCC(C)NC(=O)CN1C(=O)NC(C)(c2ccc3ccccc3c2)C1=O (stereo not drawn)	-1%	11	8	4%	0.0	-0.4	-24%	-9%	-6%
COc1ccc(CCNC(=O)CSc2ncc3c(n2)-c2cc(Cl)ccc2N(Cc2ccccc2)S3(=O)=O)cc1OC	0%	-4	nt	17%	0.4	1.3	7%	0%[57.1 µM]	8%[57.1 µM]
CCN(CC)CCCN1C(=O)C(O)=C(C(=O)c2cc3ccccc3o2)C1c1ccccn1 (stereo not drawn)	1%	-5	9	3%	0.9	0.3	-20%	1%[11.4 µM]	-9%[11.4 µM]
COCC(C)NC(=O)CSc1nc2nn(-c3ccccc3)c(=O)c-2c2n1CCCCC2 (stereo not drawn)	-3%	2	-11	2%	0.7	-0.2	-15%	6%[57.1 µM]	6%[57.1 µM]
O=c1[nH]cnc2sc(-c3ccccc3)cc12	10%	-4	-8	-3%	0.5	-0.1	-12%	12%	12%
COc1ccccc1N1C(=O)CSC1=S	1%	0	-2	9%	0.4	0.0	-17%	-1%	14%
O=C(O)c1cc(S(=O)(=O)N2CCCCC2)ccc1N1CCCC1	-9%	nt	nt	-2%	nt	nt	-23%	-4%	-7%
O=C(NNC(=O)c1sc2cccc(Cl)c2c1Cl)Nc1ccccc1	3%	-9	12	4%	0.3	0.4	-9%	8%[57.1 µM]	14%
CCOc1ccc(Nc2nc(-c3cccnc3)cs2)cc1	-6%	1	8	4%	0.4	0.2	1%	-19%[57.1 µM]	-21%[57.1 µM]

Compound activity: PubChem, National Center for Advancing Translational Sciences (NCATS)
